Bioassay records (PubChem)
AT treatment – potential ataxia-telangiectasia treatments restoring KAP-1 phosphorylation; 320,000 compounds, 0.19% hits; […] A-T fibroblasts, KAP-1 phosphorylation AlphaLISA; neocarzinostatin DNA damage 30 min before lysis; Potency, µM (top dose mostly 57.5 µM), for inactives: at the top dose activation, actives largely listed as activators; AID 485349; also: potency is read from the fitted curve at half-maximal effect; % of control where 0% means no effect; nearly all actives have a fitted effect of over 45% in size
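ATM-like activity read as KAP-1 phosphorylation via AlphaLISA donor/acceptor antibody pairs after lysis and 6 hr at 25C. Cells were ATM-null patient fibroblasts ([…], hTERT), dosed 60 min, then exposed to the DSB inducer NCS for 30 min.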
Mito fusion act – inhibitors of mitochondrial division or activators of mitochondrial fusion | S. cerevisiae fusion-defective mutant growth rescue, CellTiterGlo 48 h | Potency, µM (titrated, usually from 46.1 µM), for inactives: at the highest dose growth rescue (activation), actives largely listed as activators | 320,000 compounds, 0.23% hits;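 also: potency is read from the fitted curve at half-maximal effect; % of control where 0% means no effect; nearly all actives have a fitted effect of over 45% in size; temperature-sensitive fusion mutants such as fzo1-1 at 37 °C on non-fermentable ethanol glycerol medium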
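S. cerevisiae fusion-defective temperature-sensitive mutants (e.g. fzo1-1, mgm1-5) grown 48 h at 37C in YPEG (ethanol/glycerol non-fermentable) medium with 23 nl compound per well; growth rescue read as CellTiterGlo luminescence.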
Tb PFK inh – T. brucei PFK enzyme inhibition; O15648; T. brucei PFK, ADP-Glo luminescence; Potency, µM (highest dose often 57.5 µM), inactives show top-dose activity, negative = inhibition, actives largely listed as inhibitors; 330,000 compounds, 0.17% hits;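 also: potency is read from the fitted curve at half-maximal effect; 0% = uninhibited 1x PFK enzyme wells and -100% = no-enzyme wells; nearly all actives have a fitted effect of over 60% in size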
Target sequence (O15648 whole entry, looked up): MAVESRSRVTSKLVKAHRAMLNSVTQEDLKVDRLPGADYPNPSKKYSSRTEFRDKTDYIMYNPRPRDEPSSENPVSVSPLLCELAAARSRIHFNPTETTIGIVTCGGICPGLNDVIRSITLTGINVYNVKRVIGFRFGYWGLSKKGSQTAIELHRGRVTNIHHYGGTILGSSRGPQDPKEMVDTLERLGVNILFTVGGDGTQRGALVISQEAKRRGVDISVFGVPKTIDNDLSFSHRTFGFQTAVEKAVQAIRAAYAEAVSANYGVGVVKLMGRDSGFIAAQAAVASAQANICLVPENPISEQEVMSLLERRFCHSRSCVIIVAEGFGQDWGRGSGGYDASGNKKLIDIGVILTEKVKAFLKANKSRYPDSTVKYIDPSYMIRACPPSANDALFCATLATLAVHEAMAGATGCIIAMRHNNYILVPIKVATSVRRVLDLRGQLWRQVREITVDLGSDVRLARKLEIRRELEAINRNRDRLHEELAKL
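ADP-Glo luminescence quantified ADP after 45 min at room temperature, with 1.25 nM T. brucei PFK, 0.1 mM ATP and 0.5 mM fructose-6-phosphate in pH 8.0 TEA buffer. qHTS titrations up to 57 µM; curves classified by quality.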
BCR signal inh – chronic active BCR signaling inhibition; Potency, µM (highest dose often 46.1 µM), inactives show top-dose ratio change, negative = lower green/red ratio, usual class: inhibitors; ABC-DLBCL IkBa-CBG/CBR reporter, luminescence ratio, 4 h; 340,000 compounds, 0.05% hits; active = well fitted inhibition curve with a large enough effect in the signal ratio, with a control signal flat, not every such curve was filed as active; inconclusive = small, poorly fitted or top-dose-only effect, or effect the other way, or a change in a side signal; the % refers to the signal ratio;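 also: potency is read from the fitted curve at half-maximal effect; plate controls were basal doxycycline-induced cells for no effect and cells given 10 µM MG132 for full effect; MG132 reads +100%, hits lower the ratio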
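TMD8 human ABC-DLBCL cells with doxycycline-inducible IκBα–green luciferase fusion and unfused red luciferase, in 0.5% FBS medium; compounds up to 46 uM, 4 h at 37C. Green/red luminescence ratio, filter-overlap corrected, fitted to concentration-response curves.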
PTAP TSG101 blk – blocks PTAP/TSG101 interaction to inhibit HIV-1 budding; 340,000 tested, under 10 active; Potency, µM (series often up to 115 µM), without a hit: at the highest dose activity change, negative = inhibition, usual class: inhibitors; Fluorescence polarization, FITC-PTAP peptide / Tsg101 binding; Q99816; active = well fitted inhibition curve with a large enough effect in the main read-out, with a control signal flat, not every such curve was filed as active; inconclusive = small, poorly fitted or top-dose-only effect, or effect the other way, or a change in a side signal; inactive = no such curve, though single readings can be large or run the other way; also: potency is read from the fitted curve at half-maximal effect; % of control where 0% means no effect
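Fluorescence anisotropy tracks displacement of a FITC-tagged PTAP peptide (50 nM) from the Tsg101 binding domain (10 uM), following a 20 min room-temperature incubation at pH 7.5.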
ASM inhibitor – blocks human secretory acid sphingomyelinase. P17405. placental ASM, HMU-PC fluorogenic substrate, 60 min. Potency, µM (top dose mostly 57.5 µM), inactives show at the highest dose activity change, negative = inhibition, hits mostly inhibitors. 340,000 compounds, 0.006% hits; also: potency is read from the fitted curve at half-maximal effect
Target sequence (P17405 47-631 limits assumed): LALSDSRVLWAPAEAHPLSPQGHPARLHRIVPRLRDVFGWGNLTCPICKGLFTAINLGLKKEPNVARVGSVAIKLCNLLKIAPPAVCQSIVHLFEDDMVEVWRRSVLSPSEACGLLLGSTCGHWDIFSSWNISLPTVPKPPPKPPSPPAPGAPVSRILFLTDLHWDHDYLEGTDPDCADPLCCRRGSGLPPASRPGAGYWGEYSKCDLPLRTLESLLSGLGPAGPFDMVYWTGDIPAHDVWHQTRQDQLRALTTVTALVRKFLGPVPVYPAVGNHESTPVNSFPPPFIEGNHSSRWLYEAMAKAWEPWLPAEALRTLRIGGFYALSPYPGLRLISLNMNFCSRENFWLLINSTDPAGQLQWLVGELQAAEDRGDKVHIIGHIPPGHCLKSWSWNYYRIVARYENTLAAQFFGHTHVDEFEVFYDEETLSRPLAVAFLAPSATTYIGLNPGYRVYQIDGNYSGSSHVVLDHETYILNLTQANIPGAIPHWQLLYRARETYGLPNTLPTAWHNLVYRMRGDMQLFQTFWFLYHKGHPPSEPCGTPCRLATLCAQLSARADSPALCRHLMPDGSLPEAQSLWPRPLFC
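Human placenta-derived ASM enzyme was preincubated with compound for 10 minutes at room temperature, then given fluorogenic substrate HMU-PC0 (9 uM final) for 60 minutes at 37 °C; a pH 10 stop preceded fluorescence reading at Ex 386/Em 447 nm.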
Eya2 inh – blocks the phosphatase activity of human Eya2; O00167; recombinant Eya2, OMFP fluorescence dephosphorylation (OMFP is methylfluorescein phosphate); Potency, µM (highest dose often 76.9 µM), for the others: at the highest dose activity, negative = inhibition, actives largely listed as inhibitors; 330,000 compounds, 0.006% hits; also: potency is read from the fitted curve at half-maximal effect; % is scaled to controls: 0 for no effect and ±100 for the full control effect
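Eya2 (0.2 uM) preincubated 10 min at ambient with compound, then OMFP substrate added at 50 uM; 10 min reaction in 50 mM HEPES pH 7.5, 50 mM NaCl, 5 uM MgCl2, 0.05% BSA, 1 mM DTT. Fluorescence read at Ex 485/Em 525 nm.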
ELG1 DNA repair – ELG1-dependent DNA repair inhibition; 330,000 compounds, 2.3% hits; Potency, µM (series often up to 46.1 µM), for inactives: at the top dose activity change, negative = inhibition, actives largely listed as inhibitors; HEK293T ELG1-luciferase reporter, luminescence, 16 h; DNA damage induced by 5-fluorouridine; AID 504467; also: potency is read from the fitted curve at half-maximal effect; % is scaled to controls: 0 for no effect and ±100 for the full control effect; nearly all actives have a fitted effect of over 55% in size
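In this reporter screen, reduction of luminescence relative to DMSO vehicle indicated activity. Compounds and 5-fluorouridine were added together to 2,000 cells per well, incubated for 16 hr at 37 °C, then developed with ONE-Glo.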
TSHR antag – human thyrotropin receptor antagonism. P16473. TSHR-expressing cells, TSH-stimulated cAMP HTRF, 2 h; active compounds read low. activity change, negative = inhibition, % at 11.5 µM. 330,000 compounds, 0.2% hits. AID 504810;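 active = activity change below a set negative limit, meaning inhibition stronger than a set level, cut at about -70% in these data; inconclusive = activity change between two set negative limits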; also: % is scaled to controls: 0 for no effect and ±100 for the full control effect
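Competitive HTRF cAMP read-out (cryptate anti-cAMP antibody, cAMP-d2; 30 min, room temperature) in freshly harvested TSHR cells. Compounds added before TSH at EC80 (4nM final), followed by 2 hours' incubation at 37 deg C.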
TCR act – activators of T cell receptors; primary human leukocytes, anti-CD3, IL-2 HTRF, 48 h; Potency, µM (titrated, usually from 9.22 µM), for inactives: top-dose activation of IL-2 secretion, hits mostly activators; 330,000 tested, under 10 active; also: % of control where 0% means no effect
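TCR engagement came from a-CD3 beads alone, with compounds added to primary human leukocytes for 48 hr. Secreted IL-2 bridged europium cryptate- and d2-labelled anti-IL-2 antibodies, giving FRET emission at 665nm after 320nm excitation.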
a7 integrin act – activators of alpha7 integrin expression for muscular dystrophy | 350,000 compounds, 0.064% hits | AID 624291 | Potency, µM (top dose mostly 38.3 µM), for inactives: top-dose activation, usual class: activators | alpha7betagal myoblasts, beta-gal FDG fluorescence, 48 h;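 also: potency is read from the fitted curve at half-maximal effect; 100% = response of the positive control SU9516; nearly all actives have a fitted effect of over 60% in size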
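alpha7betagal+/- myoblasts (passage 13, 250/well) treated 48 h at 37C with compounds at 1:260 dilution of DMSO stock. Lysed, then beta-galactosidase activity read as FDG fluorescence (ex 480/em 540) after 30 min, with pre-read for autofluorescence.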
Active calls of the source: *; ? = inconclusive; nt = not tested or not shown; [ ] = dose if it differs, or a comment. Unless noted, calls follow the shape of the dose curve; as a rule, active = well fitted curve in the direction sought with a large enough effect; inconclusive = small, poorly fitted or top-dose-only effect, or another doubt; inactive = no such curve, though single readings can be large; an effect the other way counts as inactive or inconclusive.

Start of the data: the first 4 records, to show the layout:
SMILES	AT treatment	Mito fusion act	Tb PFK inh	BCR signal inh	PTAP TSG101 blk	ASM inhibitor	Eya2 inh	ELG1 DNA repair	TSHR antag	TCR act	a7 integrin act
CC1CCCCN1C(=O)c1cc(F)c(F)cc1Cl (centres undefined)	4%	7%	-2%	12%	-2%	2%	13%	11%	7	-6%	21%
CC(=O)Nc1nc(COc2ccccc2)cs1	11%	3%	-13%	?	-7%	6%	7%	?	-5	4%	18%
Cc1cc(C)c(C#N)c(Nc2ccccc2)n1	8%	1%	2%	?	1%	-2%	-8%	?	2	4%[46.1 µM]	7%
COC(=O)c1ccc(NC(=O)c2cc(-c3ccncc3)nc3ccccc23)cc1	6%	6%	6%	-15%	-8%	-9%	-1%	-23%	4	2%	-12%

The listing, previewed entries included:
SMILES	AT treatment	Mito fusion act	Tb PFK inh	BCR signal inh	PTAP TSG101 blk	ASM inhibitor	Eya2 inh	ELG1 DNA repair	TSHR antag	TCR act	a7 integrin act
CC1CCCCN1C(=O)c1cc(F)c(F)cc1Cl (centres undefined)	4%	7%	-2%	12%	-2%	2%	13%	11%	7	-6%	21%
CC(=O)Nc1nc(COc2ccccc2)cs1	11%	3%	-13%	?	-7%	6%	7%	?	-5	4%	18%
Cc1cc(C)c(C#N)c(Nc2ccccc2)n1	8%	1%	2%	?	1%	-2%	-8%	?	2	4%[46.1 µM]	7%
COC(=O)c1ccc(NC(=O)c2cc(-c3ccncc3)nc3ccccc23)cc1	6%	6%	6%	-15%	-8%	-9%	-1%	-23%	4	2%	-12%
COc1ccc(OCCCSc2ncccn2)cc1	-1%	0%	-3%	?	-3%	2%	7%	?	-10	4%	-2%
CC(Sc1nnc(C2CC2)n1C1CC1)C(=O)Nc1cccc(S(=O)(=O)N2CCOCC2)c1 (centres undefined)	7%	0%	-7%	2%	2%	-1%	7%	7%	6	-4%	18%
N=C1/C(=C\c2ccc(OC(=O)c3ccccc3Cl)cc2)C(=O)N=C2SC(N3CCOCC3)=NN12	0%	0%	8%	-10%	-7%	-12%	0%	12%	-15	3%	10%
c1ccc(CNc2nnnn2-c2ccccc2)cc1	nt	-1%	1%	?	-2%	-2%	-18%	?	-13	15%[46.1 µM]	3%
CSc1ccccc1NC(=S)Nc1ccc(S(N)(=O)=O)cc1	2%	0%	0%	-19%	-5%	0%	9%	9%	-2	-3%	-28%
N#Cc1c(N2CCSCC2)nsc1-c1ccccc1Cl	-1%	-20%	-4%	-2%	-9%	-2%	-3%	22%	-1	9%	-44%
COC(=O)c1ccccc1NC(=O)c1ccco1	9%	22%	-3%	-13%	-11%	1%	-6%	?	1	-23%	6%
O=c1[nH]c(SCCOc2ccccc2F)nc2ccccc12	-3%	6%	-6%	?	-1%	-13%	3%	?	-1	0%	0%
Cc1noc(NS(=O)(=O)c2ccc(NC(=O)C(CC(C)C)N3C(=O)c4ccccc4C3=O)cc2)c1C (centres undefined)	15%	-1%	-1%	6%	-5%	8%	-1%	0%	-12	-2%	12%
CN1CCN(c2ccc(Cl)cc2NC(=O)c2ccc(=O)n(C)n2)CC1	15%	-6%	8%	5%	-2%	0%	?	-1%	11	-4%	-30%
CCOC(=O)c1oc2ccccc2c1NC(=O)c1cccc(OC)c1	15%	2%	6%[0.46 µM]	8%	-2%	-2%	4%	?	9	-1%	0%
Cc1ccc(NC(=O)CSc2nc(=O)n(CCCN(C)C)c3c2CCC3)c(C)c1	-14%	2%	1%	0%	0%	-2%	5%	9%	14	-2%	-13%
COc1ccc(S(=O)(=O)n2nc(-c3ccc(Cl)cc3)cc2N)cc1	35%	3%	2%	?	-4%	-20%	5%	?	2	4%	9%
COc1ccc(CNC(=O)[C@H](C)NC(=O)C2CC(=O)N(c3ccc(OC)cc3)C2)cc1 (some centres undefined)	9%	5%	-4%	0%	1%	3%	8%	1%	2	0%	3%
Cc1oc2cc(O)cc(C)c2c(=O)c1-c1cnn(-c2ccccc2)c1	nt	8%	2%	-2%	-4%	?	-15%	0%	-24	5%	-9%
CCN(CC)CCN(Cc1cc2cc(C)c(C)cc2[nH]c1=O)C(=S)NCc1ccco1	-5%	-8%	-1%	?	-1%	-1%	2%	2%	19	8%	-64%[inhibitor]
Cc1ccc2c(c1)N(C(=O)CCC(=O)NCCN1CCOCC1)CC(C)O2 (centres undefined)	-3%	-1%	0%	0%	1%	2%	2%	19%	4	-2%	17%
CNc1c(NS(=O)(=O)c2ccc3c(c2)CCCC3)c(=O)oc2ccccc12	2%	-6%	-4%	11%	-2%	0%	-6%	1%	5	-1%	?
COc1ccc(N2C(=O)CS/C2=N\C(=S)Nc2ccccc2)cc1	1%	2%	0%	10µM*	-4%	-3%	5%	8%	-8	1%	4%
CCOC(=O)Cc1csc(NC(=O)COc2ccc3c(c2)CCC3)n1	19%	-10%	1%	?	-1%	0%	-4%	7%	5	0%	25%
CC(C)(C)c1ccc(-c2nn(CCC#N)cc2/C=N/O)cc1	2%	-7%	0%	?	0%	1%	4%	-4%	-6	-1%	-2%
(listing goes on)
SMILES	AT treatment	Mito fusion act	Tb PFK inh	BCR signal inh	PTAP TSG101 blk	ASM inhibitor	Eya2 inh	ELG1 DNA repair	TSHR antag	TCR act	a7 integrin act
O=C(COc1ccccc1Cl)Nc1ccc(CN2CCCCC2)cc1	-5%	5%	1%	2%	-3%	1%	2%	-6%	-7	1%	8%
O=C(CN(Cc1ccco1)C(=O)CCC(=O)Nc1nccs1)NCc1ccccc1	2%	0%	-2%	1%	-1%	4%	9%	-7%	11	3%[46.1 µM]	-10%
O=C(Nc1ccccc1Cl)c1sccc1-c1ccccc1	8%	17%	0%	0%	-4%	-3%	-7%	10%	-10	1%	24%
COc1ccc(C(=O)N/C(=C\c2cccc3ccccc23)C(=O)N2CCN(C)CC2)cc1	-12%	-2%	2%	-1%	-7%	-3%	-2%	?	20	-4%	-21%
CC(=O)Nc1cc(C)nn1-c1nc(C)cc(C)n1	1%	3%	-4%	9%	-2%	2%	-5%	1%	-1	4%	-6%
CCc1ccc(N(C(=O)CNC(=O)c2ccco2)C(C(=O)NC2CCCC2)c2ccncc2)cc1 (centres undefined)	6%	0%	3%	2%	-2%	1%	1%	-9%	4	-2%	-52%[inhibitor]
CCOc1cc(/C=N\NC(N)=O)cc(Br)c1OC(C)C	-5%	2%	-8%	?	-1%	-1%	-7%	-12%	-8	16%[46.1 µM]	-1%
COc1ccc2c(c1)c(CC(=O)Nc1ccccc1OC)c(C)n2C(=O)c1ccc(Cl)cc1	0%	25%	-2%	?	-6%	-6%	0%	-20%	-13	7%[46.1 µM]	14%
COC(=O)c1ccc(N2CCOCC2)c(NC(=O)c2cccs2)c1	2%	-6%	-10%	-2%	0%	3%	-6%	?	-7	2%	?
O=c1oc(-c2ccc([N+](=O)[O-])cc2)nc2ccccc12	-3%	0%	3%	nt	-1%	0%	2%	24%	-10	13%	13%

Taken from the listing, 2 compounds:
SMILES	AT treatment	Mito fusion act	Tb PFK inh	BCR signal inh	PTAP TSG101 blk	ASM inhibitor	Eya2 inh	ELG1 DNA repair	TSHR antag	TCR act	a7 integrin act
CCOc1cc(/C=N\NC(N)=O)cc(Br)c1OC(C)C	-5%	2%	-8%	?	-1%	-1%	-7%	-12%	-8	16%[46.1 µM]	-1%
COc1ccc2c(c1)c(CC(=O)Nc1ccccc1OC)c(C)n2C(=O)c1ccc(Cl)cc1	0%	25%	-2%	?	-6%	-6%	0%	-20%	-13	7%[46.1 µM]	14%

Outcome played no part in choosing rows (roughly 3.2% active in at least one column).
